E-sel inducer: E-selectin induction on HUVECs; activation, % at 7.58 µM; AID 686992; 0.37% of 260,000 active; P16581; HUVEC E-selectin immunofluorescence imaging; normalized: neutral wells 0, TNF-alpha wells 100;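 active = mean E-selectin-positive cell signal at least 10% of the positive control, reached in at least 60% of replicates, without over 20% cell loss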;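 also: in these data hits start at about 27%; measured in HUVEC primary endothelial cells; signal is the percent of cells scored E-selectin positive by PE staining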
Target sequence (P16581 whole entry, looked up): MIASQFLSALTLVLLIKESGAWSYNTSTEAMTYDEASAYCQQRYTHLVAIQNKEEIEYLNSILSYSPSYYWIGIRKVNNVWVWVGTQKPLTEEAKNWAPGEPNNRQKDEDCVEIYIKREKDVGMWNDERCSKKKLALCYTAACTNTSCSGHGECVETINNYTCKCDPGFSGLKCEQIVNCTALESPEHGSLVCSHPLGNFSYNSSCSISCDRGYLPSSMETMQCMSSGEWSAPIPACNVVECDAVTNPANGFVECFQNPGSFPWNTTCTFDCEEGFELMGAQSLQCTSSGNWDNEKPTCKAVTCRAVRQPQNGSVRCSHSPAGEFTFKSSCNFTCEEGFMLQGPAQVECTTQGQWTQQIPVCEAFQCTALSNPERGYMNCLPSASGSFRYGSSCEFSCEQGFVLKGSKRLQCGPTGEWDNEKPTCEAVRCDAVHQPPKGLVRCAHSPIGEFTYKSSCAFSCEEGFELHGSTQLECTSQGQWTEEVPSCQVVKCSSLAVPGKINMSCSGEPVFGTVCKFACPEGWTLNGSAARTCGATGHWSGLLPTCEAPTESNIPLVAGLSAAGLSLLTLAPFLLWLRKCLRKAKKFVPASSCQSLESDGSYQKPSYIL
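Test system – human umbilical vein endothelial cells (HUVEC), E-selectin induction · Input – 3,000 HUVEC seeded per well · Buffer or medium – EGM-2, gelatin · Compound dosing – single-point compound dose · Detection – immunofluorescence imaging · Measure – percent E-selectin-positive cells · Controls – TNF-alpha high, DMSO low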
PglD inh: PglD (C. jejuni) enzyme inhibition. AID 602405. 0.098% of 360,000 active. inhibition, % at 12.5 µM. purified PglD enzyme, DTNB colorimetric CoA detection; in the data active = inhibition above about 16%, passing the limit was not always enough; also: strong numbers were not always called active
esBAF inh: inhibitors of esBAF chromatin remodeling in mouse ES cells | Bmi1-luciferase knock-in reporter, 24 h; 100% = twice the neutral-well signal | reporter increase, % at 12.5 µM | 2% of 350,000 active | AID 602393; in the data active = activation above about 40%;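 also: 0% = median of the plate's neutral control wells and 100% = double that signal; a rise in the Bmi1 reporter signal indicates esBAF inhibition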
ERp5 inh: inhibitors of human ERp5; Q15084; ERp5 insulin aggregation, absorbance 650 nm, 90 min; inhibition, % at 9.99 µM; 0.05% of 350,000 active; AID 651711;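 active = mean replicate inhibition above about 25%, with every replicate also reaching it, limit read from the data, passing the limit was not always enough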
ARNT TACC3 PPI: disrupts binding between human ARNT and TACC3. inhibition, % at 9.99 µM. Q9Y6A5. 0.66% of 390,000 active. AlphaScreen His-ARNT PAS-B/GST-TACC3 binding, luminescence; TACC3 fragment carries E629A point mutation. AID 623870;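 active = mean inhibition of replicates at least 50% and at least half of replicates each reaching 50%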;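 also: 0% = complete ARNT plus TACC3 wells and 100% = ARNT alone without TACC3; many hits fall short of the cut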
RAD52 inh: RAD52 (human) annealing inhibition | recombinant RAD52 DNA annealing, FRET fluorescence | inhibition, % at 18.7 µM | 0.46% of 360,000 active;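 active = every replicate showing at least 50% inhibition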
Target sequence (P43351 whole entry, looked up): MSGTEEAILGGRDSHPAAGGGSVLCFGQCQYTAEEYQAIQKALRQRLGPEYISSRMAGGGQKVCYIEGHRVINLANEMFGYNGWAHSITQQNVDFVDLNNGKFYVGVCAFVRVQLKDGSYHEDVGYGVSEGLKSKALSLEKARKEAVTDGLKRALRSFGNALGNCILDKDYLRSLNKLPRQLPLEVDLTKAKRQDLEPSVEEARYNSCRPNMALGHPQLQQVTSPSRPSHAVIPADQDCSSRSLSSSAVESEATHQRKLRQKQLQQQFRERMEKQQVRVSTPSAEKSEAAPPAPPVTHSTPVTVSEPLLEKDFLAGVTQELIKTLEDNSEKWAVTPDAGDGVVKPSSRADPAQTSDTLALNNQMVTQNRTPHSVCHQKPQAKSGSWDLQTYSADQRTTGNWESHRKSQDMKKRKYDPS
RAD54 branch: inhibitors of human RAD54 branch migration; AID 602329; RAD54 Holliday junction branch migration, FAM/BHQ fluorescence; 0.14% of 360,000 active; Q92698; inhibition, % at 10.4 µM;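 active = mean normalized replicate activity at least 40 and at least half of replicates scoring 40 or more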;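 also: 0% = median of neutral control wells and 100% = median of positive control wells; inhibitors cause a drop in the FAM fluorescence signal; in these data hits start at about 50%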
Casp6 inh: inhibitors of human caspase-6. 0.53% of 350,000 active. P55212. inhibition, % at 12.5 µM. purified caspase-6, Z-VEID-R110 cleavage fluorescence;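 active = mean inhibition across replicates at least about 35%, with every replicate also reaching that limit, limit read from the data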;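 also: 0% = median of neutral control wells and 100% = no fluorescence left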
Starred values were filed as active, the others as inactive; i = inactive; . = not tested or not shown. An unsorted share of the library; 3.2% or so of the library scored in one or more.

Values run as follows: E-sel inducer, PglD inh, esBAF inh, ERp5 inh, ARNT TACC3 PPI, RAD52 inh, RAD54 branch, Casp6 inh
1. COc1ncnc(OC)c1S(=O)(=O)NCc1ccccc1
    49.6*, 0.2, -3.9, 3.1, -4.0, -6.8, -6.2, -0.5
2. COc1ccc(CNC(=O)N2CCc3nc(Nc4cc(OC)c(OC)c(OC)c4)ncc3C2)cc1
    0.0, 3.3, -0.6, -5.7, ., -16.5, -5.6, .
3. Cc1ccc(-n2c(O)c(/C=N/Nc3ccc(S(=O)(=O)N4CCOCC4)cc3[N+](=O)[O-])c3ccccc3c2=O)c(C)c1
    ., ., ., -0.4, 2.2, -9.4, ., -3.1
4. O=C(NCCc1c[nH]c2ccccc12)C1CCN(S(=O)(=O)c2ccccc2)CC1
    -0.1, -0.2, -4.2, 5.0, -0.9, -10.5, -5.2, -1.1
5. C[C@@H]1CN([C@@H](C)CO)C(=O)c2cc(-c3ccc(C#N)cc3)cnc2O[C@@H]1CN(C)C(=O)CN(C)C
    0.1, -4.2, 3.2, -2.2, -0.3, 12.1, 0.8, -0.7
6. COc1ccc(C(=O)NC(=S)NCc2cccnc2)cc1Cl
    ., -0.6, -5.7, -2.6, ., -1.0, -3.8, -3.1
7. O=C(CN1C(=O)/C(=C2/SC(=S)N(CCS(=O)(=O)O)C2=O)c2ccccc21)Nc1cccc(C(F)(F)F)c1
    -0.1, 3.1, ., 2.6, -8.9, -67.6, -1.9, 1.2
8. CSc1ccccc1NC(=O)COc1ccc2c(c1)OCO2
    0.2, -0.4, 39.2, -0.6, 1.8, 4.1, 3.6, -93.3
9. CCCOc1ccccc1-c1nc2c([nH]1)c(=O)[nH]c(=O)n2C
    ., 8.9, -13.2, ., -7.6, ., 2.8, .
10. O=C(O)CC(c1ccc(OC2CCCC2)cc1)N1C(=O)c2ccccc2C1=O (centres undefined)
    ., -1.7, 1.4, -1.0, -9.5, -11.7, -8.5, 2.0
11. CC(C)NC(=O)N(C)C[C@H]1Oc2cc(C3=CCCC3)ccc2S(=O)(=O)N([C@H](C)CO)C[C@H]1C
    0.0, 8.4, -5.5, 9.8, 7.5, -6.7, 4.6, 0.0
12. C[C@H](CO)N1C[C@H](C)[C@@H](CN(C)Cc2cccnc2)Oc2ncc(-c3ccc(F)cc3)cc2C1=O
    0.6, -4.9, -2.1, -1.7, -5.0, 3.7, 7.5, 2.2
13. O=C(CN1CCN(c2ccccc2F)CC1)c1ccc2c(c1)OCO2
    ., 0.1, 14.1, ., -3.5, ., 6.1, .
14. O=C(c1ccccn1)N1CCCC(N2CCN(Cc3ccc4c(c3)OCO4)CC2)C1 (centres undefined)
    3.2, 3.3, 4.6, 2.1, 0.2, 7.9, 1.2, 11.7
15. Brc1ccc(CN2CCN(Cc3c[nH]c4ccccc34)CC2)cc1
    -0.1, -3.8, 7.7, -1.9, 5.3, 11.4, 8.2, -1.3
16. COc1cccc(OC)c1C(=O)Nc1c(C)n(C)n(-c2ccccc2)c1=O
    ., -4.5, 3.3, ., -7.8, ., -2.1, .
17. Cc1ccc(OCC(=O)NC2CC(C)(C)NC(C)(C)C2)cc1C
    -0.7, 3.7, -2.2, -5.4, -3.1, -6.7, 4.4, 8.0
18. COc1ccccc1NC(=O)Nc1ccc2c(c1)OC[C@H](C)NC[C@@H](C)[C@H](OC)CN(C)C2=O
    0.4, -2.2, -0.8, ., ., -7.8, -3.4, .
19. CCCc1cc(=O)oc2cc(OC(C)C(=O)NCC3CCC(C(=O)O)CC3)ccc12 (centres undefined)
    ., -2.5, -2.2, -3.2, -6.0, -10.9, 3.2, -5.9
20. COCCNC(=O)C[C@H]1C[C@@H]2c3cc(NS(=O)(=O)c4ccc(F)cc4)ccc3O[C@@H]2[C@@H](CO)O1
    -0.6, -4.6, 5.8, ., -1.7, ., -7.5, .
21. COC(=O)[C@@]12C[C@@H](CC(=O)N3CCSCC3)C(=O)N(CCc3ccc(OC)c(OC)c3)C1=CCC(C)(C)C2
    -0.2, ., ., -4.5, ., -6.6, ., 5.4
22. CC(C)CCn1c(SCCN2CCOCC2)nc2c1c(=O)[nH]c(=O)n2C
    ., 0.1, -2.1, ., -1.5, ., -0.4, .
23. Cc1ccc(OCCn2cnc3c2c(=O)n(C)c(=O)n3C)cc1
    ., 0.3, 7.3, 0.0, 16.9, -0.9, -0.3, -2.5
24. COC(=O)[C@H](Cc1ccccc1)NC(=O)NC(C)CCc1ccccc1 (some centres undefined)
    ., 6.2, -9.1, 7.5, 3.9, -1.1, 5.3, -1.5
25. CCCC1=C(C(=O)OCC)C(c2ccccc2OC)NC(=O)N1 (centres undefined)
    ., -1.4, -10.0, ., -0.8, ., -2.5, .
26. Cc1ccc(NC(=O)c2cccs2)cc1NC(=O)c1ccco1
    -0.8, 0.7, 0.1, ., 4.3, ., -9.2, .
27. Cc1noc(C)c1NC(=O)Nc1cccc2c1O[C@H](CN(C)C(=O)Nc1cccc3ccccc13)[C@H](C)CN([C@@H](C)CO)C2=O
    0.1, -2.0, 0.8, -5.7, 8.7, 1.7, 1.8, 1.2
28. CN(C)CC#Cc1ccc([C@H]2[C@H]3CN(C(=O)NC4CCCC4)CCCCN3[C@H]2CO)cc1
    0.8, 1.9, ., -0.9, 2.3, -9.8, 5.2, -0.8
29. O=C(CC(F)(F)F)N1C[C@@H]2[C@H](c3ccccc31)[C@@H](CO)N2C(=O)C1CCCC1
    0.3, 2.4, 2.2, -2.5, -6.0, -4.5, -8.1, 1.4
30. CCn1nc(C(=O)N2CCc3ccccc32)c2ccccc2c1=O
    -0.3, 0.5, 4.2, -11.7, 6.9, -14.0, 10.2, 3.6

Values run as follows: E-sel inducer, PglD inh, esBAF inh, ERp5 inh, ARNT TACC3 PPI, RAD52 inh, RAD54 branch, Casp6 inh
31. O=C(NCC[C@@H]1CC[C@H](NS(=O)(=O)Cc2ccccc2)[C@H](CO)O1)C1CCC1
    0.3, -12.8, -0.4, ., ., ., 0.0, .
32. CCC(Sc1ncccc1C(=O)O)C(=O)N1CCOCC1 (centres undefined)
    ., -2.1, -15.4, ., -17.7, ., -10.8, .
33. CS(=O)(=O)N(CC(=O)O)c1cc(C(F)(F)F)ccc1Cl
    0.1, 3.4, -3.8, 4.0, -23.4, -2.6, 0.4, 30.8
34. CCN(CC)CCN1C(=O)C2C(C(=O)Nc3cc(C)cc(C)c3)C3C=CC2(O3)C1C(=O)NC1CCCCC1 (centres undefined)
    0.0, -5.3, -1.2, -0.4, -1.0, -15.1, 6.8, -11.6
35. CC1CN(CCc2ccccc2)C(C)C/C1=N/O (centres undefined)
    ., ., ., 1.1, 9.6, -8.3, ., -2.3
36. COc1ccc(C(C)(O)c2nc(-c3ccc(F)c(Cl)c3)cs2)cc1 (centres undefined)
    0.5, 6.7, 6.1, 1.6, ., 0.3, -7.6, 4.3
37. CCOC(=O)c1c(C)[nH]c(C)c1C(=O)COC(=O)c1ccc(Cl)c(S(=O)(=O)NCc2ccccc2)c1
    ., -7.8, -4.9, ., -3.5, ., -2.6, .
38. CC(C)Sc1oc(-c2ccco2)nc1S(=O)(=O)c1ccc(F)cc1
    0.6, 4.5, -9.3, ., -4.8, ., -14.1, .
39. Cc1cccc(NC(=O)c2nc[nH]c2C(=O)N[C@@H](C)CO)c1
    -0.4, -2.7, 0.1, -2.1, ., -5.6, 3.2, 0.3
40. C#CCSc1nc2sc3c(c2c(=O)n1C)CCC3
    2.6, -0.7, -3.9, -0.6, 2.2, -12.2, 1.1, 31.2
41. CCN(CC)CCNc1nc(C(F)(F)F)nc2c1nnn2Cc1ccccc1
    ., -8.2, -5.8, -4.4, 8.5, 5.5, 9.2, -28.3
42. CC1CCN(CCn2c(=S)[nH]c3ccccc3c2=O)CC1
    ., 0.3, -10.1, -1.1, -0.3, -14.8, -6.7, -0.9
43. O=C(O)Cc1ccccc1C(=O)O
    ., -1.7, -2.4, ., -1.5, ., 6.6, .
44. COc1ccc(Cl)cc1S(=O)(=O)N1CCN(C(=O)COc2ccccc2)CC1
    ., 5.4, 0.5, ., -1.1, ., 5.6, .
45. CC(C)(C)NC(=O)Cn1nnc(-c2ccc(OCc3c(F)cccc3Cl)cc2)n1
    ., 0.9, 8.8, -0.4, -0.8, -7.0, 6.1, -1.2
46. CCOC(=O)C1CCCN(c2ccc(NC(=O)c3snc4c(=O)[nH]cnc34)cc2)C1 (centres undefined)
    ., 1.5, -1.3, ., 9.0, ., 0.9, .
47. Cc1ccc(CN2CCN(c3ccccc3)CC2)o1
    0.0, 2.1, -2.2, -1.4, -0.3, -7.6, 0.1, 3.1
48. CCCC(=O)Nc1ccc2c(c1)OC[C@H](C)N(C(=O)c1ccccn1)C[C@H](C)[C@@H](OC)CN(C)C2=O
    -0.1, 0.2, -1.8, -2.6, -14.9, 3.1, 1.6, 0.6
49. C[C@H](NC(=O)N(C)C[C@H]1OCc2ccccc2-c2ccccc2C(=O)N([C@H](C)CO)C[C@H]1C)c1ccccc1
    -3.4, -3.7, 0.8, 0.7, 8.7, -4.4, -8.5, 0.3
50. Cc1cccc2cc(C#N)c(N3CCOCC3)nc12
    0.4, ., -1.8, 6.3, -27.3, -6.7, -5.4, 0.9
51. CCN1CCN(c2c(/C=C3\SC(=S)N(Cc4ccco4)C3=O)c(C)c(C#N)c(=O)n2C)CC1
    ., ., ., 6.0, 2.2, i, ., 6.0
52. Cc1cc(C(=O)Nc2cccc3c2O[C@H](CN(C)S(=O)(=O)c2ccc(F)cc2)[C@@H](C)CN([C@H](C)CO)C3=O)n(C)n1
    -2.4, -0.7, -5.6, -0.3, 20.1, -9.8, 2.3, -0.5
53. CCCn1c(SCC(=O)Nc2ccccc2CC)nnc1C(C)C
    ., -12.3, -7.4, ., -2.0, ., -0.1, .
54. COc1ccc(NC(=O)CSc2n[nH]c(CNc3cccc(C)c3)n2)cc1
    ., 0.2, 2.2, -1.1, 7.2, -10.9, 7.2, -0.2
55. COc1ccc(NC(=O)CCCn2c(=S)[nH]c3ccccc3c2=O)cc1
    90.3*, 1.4, -6.8, -5.6, -1.8, -2.4, -4.3, 0.3
56. CO[C@@H]1CN(C)C(=O)c2ccc(NS(=O)(=O)c3ccccc3)cc2OC[C@@H](C)N(Cc2nccs2)C[C@@H]1C
    -0.1, 45.0, 1.9, -0.7, 2.7, -1.2, -6.2, 3.3
57. CC(NC(=O)c1ccco1)C(=O)N1CCN(c2cccc(Cl)c2)CC1 (centres undefined)
    5.9, 5.5, -0.2, -0.1, 3.2, -7.4, -1.1, 0.3

Some entries already given, reduced to RAD54 branch and ARNT TACC3 PPI.
# | compound | RAD54 branch | ARNT TACC3 PPI
47 | Cc1ccc(CN2CCN(c3ccccc3)CC2)o1 | 0.1 | -0.3
48 | CCCC(=O)Nc1ccc2c(c1)OC[C@H](C)N(C(=O)c1ccccn1)C[C@H](C)[C@@H](OC)CN(C)C2=O | 1.6 | -14.9
35 | CC1CN(CCc2ccccc2)C(C)C/C1=N/O (centres undefined) | . | 9.6
